EphB4 ephrin blk: EphB4-ephrin-B2 interaction antagonists, primary screen, biochemical, TNYL-RAW peptide probe, fluorescence polarization; Ephrin type-B receptor 4 (Homo sapiens), P54760; EphB4 LBD / TNYL-RAW-Alexa532 peptide; inhibition, % at 7 µM; actives 0.15% (n = 97,000); AID 720, 2007;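 active = inhibition above the screen-wide mean inhibition plus 3 SD, cut at about 15% in these data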;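 note: 0% = DMSO wells and 100% = excess unlabeled TNYL-RAW peptide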
PostGolgi ctrl: growth inhibition of yeast control strain, primary screen, counter-screen for post-Golgi transport modulator project. actives 5% (n = 98,000). efflux-deficient yeast background strain, growth absorbance A615, 16 h. inhibition, % at 10 µM
PTPN22 inh 2: PTPN22 phosphatase inhibitors, primary screen, biochemical, DiFMUP fluorescence, 2 µM; Tyrosine-protein phosphatase non-receptor type 22 (Homo sapiens), Q9Y2R2; recombinant LYP catalytic domain; inhibition, % at 2 µM; actives 0.21% (n = 96,000);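 active = inhibition at 2 µM at or above a set limit, the screen mean plus 3 SD, cut at about 24% in these data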;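 note: 0% = DMSO with enzyme and 100% = enzyme fully blocked by orthovanadate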
S1P2 antag: human S1P2 receptor antagonists, primary screen, cell-based | Sphingosine 1-phosphate receptor 2 (Homo sapiens), O95136 | cell-based S1P2 antagonist assay, inhibition at 5 uM | inhibition, % at 5 µM | actives 0.21% (n = 97,000) | AID 736, 2007; in the data active = inhibition above about 45%;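 note: CRE beta-lactamase reporter cells expressing human S1P2 stimulated with S1P; 0% = agonist at EC80 alone and 100% = agonist plus reference antagonist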
S1P2 agonist: S1P2 receptor agonists, primary screen, cell-based; Sphingosine 1-phosphate receptor 2 (Homo sapiens), O95136; activation, % at 4.5 µM; AID 729, 2007; actives 0.46% (n = 97,000); S1P2-expressing cell line, agonist reporter read-out; in the data active = activation above about 16%;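 note: 0% = vehicle low control and 100% = maximal reference agonist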
PTPN22 act: LYP phosphatase activators, primary screen, biochemical, DiFMUP fluorescence, 2 µM | activation, % at 2 µM | AID 697, 2007 | Tyrosine-protein phosphatase non-receptor type 22 (Homo sapiens), Q9Y2R2 | recombinant LYP; 0 = plate median, 100 = signal doubled | actives 0.11% (n = 96,000);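 active = activation at 2 µM above a set limit, the mean plus 5 SD, cut at about 37% in these data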
PostGolgi yeast: phenotypic screen on post-Golgi transport, primary screen; post-Golgi transport phenotypic cell assay; inhibition, % at 10 µM; actives 0.9% (n = 98,000); AID 739, 2007;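 note: yeast cells grown in 1536-well plates; yeast grown about 18 h at 30C before absorbance read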
FAK blocker: FAK kinase inhibitors, primary screen, biochemical; Focal adhesion kinase 1 (Homo sapiens), Q05397; AID 727, 2007; actives 0.84% (n = 97,000); biochemical FAK kinase activity assay; inhibition, %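 (tested at 7 µM)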; in the data active = inhibition above about 19%;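 note: 0% = DMSO and 100% = reference compound high control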
Target sequence (Q05397 whole entry, looked up): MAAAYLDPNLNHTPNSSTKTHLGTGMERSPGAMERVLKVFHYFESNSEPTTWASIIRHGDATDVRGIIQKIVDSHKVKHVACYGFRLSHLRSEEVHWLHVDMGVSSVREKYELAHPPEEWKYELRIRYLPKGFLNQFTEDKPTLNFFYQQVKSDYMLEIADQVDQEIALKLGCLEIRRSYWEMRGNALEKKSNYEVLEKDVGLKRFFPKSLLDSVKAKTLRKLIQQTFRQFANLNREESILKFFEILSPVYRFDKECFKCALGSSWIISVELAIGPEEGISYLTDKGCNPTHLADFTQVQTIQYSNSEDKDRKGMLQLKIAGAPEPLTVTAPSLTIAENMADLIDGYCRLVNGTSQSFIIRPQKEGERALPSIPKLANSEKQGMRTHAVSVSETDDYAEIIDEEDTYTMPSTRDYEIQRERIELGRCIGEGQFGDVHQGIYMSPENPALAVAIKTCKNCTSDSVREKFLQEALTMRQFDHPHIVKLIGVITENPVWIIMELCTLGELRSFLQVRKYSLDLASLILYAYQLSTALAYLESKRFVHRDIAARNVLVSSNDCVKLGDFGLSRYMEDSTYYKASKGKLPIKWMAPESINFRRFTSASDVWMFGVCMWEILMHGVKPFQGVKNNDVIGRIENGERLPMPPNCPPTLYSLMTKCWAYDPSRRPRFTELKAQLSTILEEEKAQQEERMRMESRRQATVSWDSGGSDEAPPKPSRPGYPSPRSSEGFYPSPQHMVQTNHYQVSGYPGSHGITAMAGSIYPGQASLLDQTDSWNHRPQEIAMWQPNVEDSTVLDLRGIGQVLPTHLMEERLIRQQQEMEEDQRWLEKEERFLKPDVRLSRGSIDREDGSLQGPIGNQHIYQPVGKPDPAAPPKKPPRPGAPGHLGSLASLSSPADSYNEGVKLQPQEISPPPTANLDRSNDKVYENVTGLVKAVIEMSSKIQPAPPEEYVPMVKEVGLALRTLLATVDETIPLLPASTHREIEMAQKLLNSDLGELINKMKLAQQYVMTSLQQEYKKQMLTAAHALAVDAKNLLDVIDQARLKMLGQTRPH
HIV Rev-RRE inh: HIV-1 Rev-RRE binding inhibitors, primary screen, biochemical, FRET, protein-RNA interaction | P05866 | inhibition, % at 8 µM | actives 0.79% (n = 97,000) | AID 704, 2007 | Rev peptide-RRE RNA binding;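 active = inhibition above the screen-wide mean plus 3 SD, cut at about 35% in these data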;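 note: 0% = median DMSO wells and 100% = median Neomycin B control wells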
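Test system: labelled RRE RNA duplex and labelled Rev peptide. Times: 5 min compound–RNA preincubation, then 15 min with peptide, 25 °C. Doses: single-dose 8 µM. Measured by: FRET, excitation 480 nm, emission 540 nm donor and 671 nm acceptor. Measure: % inhibition of FRET ratio versus controls.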
Numbers without * were called inactive; . = no result given; [ ] = another dose, or the depositor's remark. Cut-off read from the data, not from the text of the source, unless noted: active = inhibition above about 30%; inactive = the rest.

Results follow in this order: EphB4 ephrin blk	PostGolgi ctrl	PTPN22 inh 2	S1P2 antag	S1P2 agonist	PTPN22 act	PostGolgi yeast	FAK blocker	HIV Rev-RRE inh
Cc1cc(C)c(C(=O)COC(=O)Cn2cnnn2)cc1C
  0	-2	-1	11	-5	-2	16	-5	10
CC1Cc2ccccc2N1C(=O)CSc1nnc2sc3ccccc3n12 (stereo not drawn)
  -4	14	-5	-34	0	7	17	0	9
CCn1c(SCC(=O)NC2CCCC2)nnc1-c1c[nH]c2ccccc12
  -12	16	-8	-14	-10	5	-5	-2	0
CC(C)c1ccc(NC(=O)COC(=O)C2=COCCO2)cc1
  5	-2	1	6	-6	0	-4	-4	6
CC1=CC(C)(C)N2C(=O)C3(SCC(=O)N3c3ccc(F)cc3)c3cc(C)cc1c32 (stereo not drawn)
  -2	50*	-3	-15	2	4	4	1	10
CCOC(=O)C1CCCN(C/C=C/c2ccccc2[N+](=O)[O-])C1 (stereo not drawn)
  -2	6	6	8	-4	-4	-3	0	7
COCCn1c(COc2ccc(OC)cc2)nc2ccccc21
  -2	0	-16	6	-3	12	2	-3	3
COCCn1cc(C(=O)N2CCCC(C)C2)c2c3ccccc3n(C)c2c1=O (stereo not drawn)
  -9	16	5	5	-4	-6	3	0	4
CC(/C=N\NC(=O)Cn1c(C)nc2ccccc21)=C\c1ccccc1
  -1	2	8	32	-5	-4	-8	5	-4
CC1(C)Cc2c(sc3nc(-c4cc5ccccc5o4)n(N)c(=O)c23)CO1
  8	15	10	22	-3	-12	-2	1	4
COc1ccc(/C=C/C(=O)c2c(O)cc(C)oc2=O)c(OC)c1
  5	17	8	26	-1	-6	-9	4	89*[fluorescence artefact?]
C=CCC(Nc1ccccc1)C12C=CC(O1)C(C(=O)OC)=C2C(=O)OC (stereo not drawn)
  -4	.	6	65*	-3	-5	.	-2	1
COc1ccc2oc(C)c(C(=O)NN)c2c1
  1	11	1	-11	-1	-1	-9	1	4
O=C(Cc1ccc(-n2cccc2)cc1)NC1CCCCC1
  6	6	-2	2	-11	3	-2	-2	1
CN(C)CCNC(=O)c1ccccc1
  -5	9	0	11	-5	1	-2	-3	6
CCOC(=O)N1CCN(C(=O)c2ccc3c(SCC(=O)O)c4c(nc3c2)CCC4)CC1
  0	-7	0	18	0	0	14	-1	4
CC1C(=NO)C(C)C(c2ccc(N(C)C)cc2)NC1c1ccc(N(C)C)cc1 (stereo not drawn)
  4	5	7	26	-6	-7	-3	-7	-3
N#CCSc1nc2scc(-c3cccs3)c2c(=O)n1CCc1ccccc1
  -3	32*	0	6	-4	-2	-3	6	7
COc1ccc2[nH]c(=O)c(-c3noc(-c4ccccc4)n3)cc2c1
  3	4	1	-7	0	-3	0	59*	14
CCC(c1nnnn1CCc1ccccc1)N1CCN(c2ccc(OC)cc2)CC1 (stereo not drawn)
  -9	0	5	-23	-11	-2	1	4	-5
O=C(CCn1c(=O)c2ccccc2n(CC(=O)NC2CCCC2)c1=O)NCc1ccco1
  -2	8	6	-7	-4	-3	5	0	1
C/C(CC(=O)NCCCN1CCOCC1)=N\NC(=O)COc1ccc(Cl)cc1
  0	8	1	19	-4	1	4	-8	4
CC1CN(C(=O)c2cc(S(=O)(=O)N3CCCC3)c(Cl)cc2Cl)CC(C)O1 (stereo not drawn)
  4	21	2	-25	1	-3	1	-2	-2
Cc1[nH]nc(SCC(=O)N2CCC(C)CC2)c1[N+](=O)[O-]
  3	12	5	-13	-6	-1	5	-1	-1
COc1cc(NC(=O)C2CC(=O)NC3=C2C(=O)CC(C)(C)C3)c(OC)cc1Cl (stereo not drawn)
  -6	6	-13	-7	-5	11	1	-3	0
COc1ccc(NC(=O)C2C(=O)N(CCO)C3(C)CC2c2ccccc2O3)cc1 (stereo not drawn)
  -3	1	-3	16	-2	1	2	0	1
Cn1c(=O)[nH]c(=O)c2c1nc(Br)n2CCSc1nnnn1-c1ccccc1
  0	10	4	-6	-2	-5	-5	0	2
Cc1ccc(NCCC(=O)c2ccc(Br)cc2)cc1
  1	2	10	24	-6	-5	2	2	10
CCOC(=O)N1CCN(C(=O)CSc2nc3c(cnn3-c3ccccc3)c(=O)[nH]2)CC1
  3	22	-17	2	-3	13	-11	-4	7
Cc1ccc(CCNC(=O)C2CCN(S(=O)(=O)N3CCC4(CC3)OCCO4)CC2)cc1
  -5	-2	10	-1	-3	-11	2	1	1

Results follow in this order: EphB4 ephrin blk	PostGolgi ctrl	PTPN22 inh 2	S1P2 antag	S1P2 agonist	PTPN22 act	PostGolgi yeast	FAK blocker	HIV Rev-RRE inh
CCC1(CC)C(=O)NC(=O)NC1=NCCc1ccc(O)cc1
  -7	4	9	-17	-3	-6	6	0	2
COc1ccccc1OCc1ccc(C(=O)N2N=C(C(F)F)CC2(O)C(F)F)o1 (stereo not drawn)
  -2	9	14	-15	1	-12	-4	2	12
CC(C)C(=O)Nc1ccccc1N1CCN(C(=O)c2ccccc2)CC1
  4	11	6	8	-11	-2	3	6	6
O=C(c1c[nH]c2ccc(S(=O)(=O)N3CCC4(CC3)OCCO4)cc2c1=O)N1CCOCC1
  17*	4	-3	-8	-5	0	0	4	9
CC(=O)c1cc(OC(=O)N2CCOCC2)ccc1OC(=O)N1CCOCC1
  2	19	5	3	-7	-8	1	-3	2
O=C1CC(c2ccco2)CC(O)=C1C=Nc1ccc(Br)cc1 (stereo not drawn)
  -8	1	15	19	-3	-12	-3	0	6
CCCn1c(=O)c2ccccc2n2c(SCc3nnc(-c4ccccc4Br)o3)nnc12
  4	16	-8	-7	-11	11	7	-5	4
Clc1ccc(/C=N/Nc2nnc(Cl)c3ccccc23)cc1
  3	.	8	6	-5	-7	.	1	7
N=C1C(c2nc3ccccc3[nH]2)=C(O)CN1c1ccc(CC(=O)O)cc1
  5	3	17	2	-3	-15	1	-1	25
O=C(O)C1CC=CCC1C(=O)NCc1cn2ccccc2n1 (stereo not drawn)
  -2	0	-11	-4	0	9	0	4	7
O=C1CN=C(Nc2ccccc2Cl)N1Cc1ccc2c(c1)OCO2
  4	.	-2	-16	-3	4	.	2	2
S=c1[nH]nc(-c2cccnc2)n1/N=C/c1cccs1
  1	27	2	0	-1	-3	4	-1	7
COC(=O)COc1ccc2occ(C(C)=O)c2c1
  1	-3	-2	1	0	2	-4	0	7
O=C1C2C3C=CC([C@@H]2C(=O)N1c1nccs1)C31CC1 (stereo partly drawn)
  3	6	-4	-20	-5	7	-2	-3	3
COc1cccc(NC(=O)Cn2c(=O)n(CCCC(=O)NCc3ccco3)c(=O)c3ccccc32)c1
  -6	-13	-20	21	-8	18	15	0	6
CC(C)[C@@H]1CC[C@@H](C)c2c(-c3ccccc3)n[nH]c21
  10	41*	3	-5	-4	0	5	8	10
COc1ccc(C(=O)Nc2ccccc2-c2nnn(CC(=O)Nc3ccc4c(c3)OCCO4)n2)cc1
  -1	-4	7	5	-4	-2	4	-3	3
CCCCCCCCCOC(=O)C(CC(=O)O)N1CCOCC1 (stereo not drawn)
  0	0	8	-18	-3	-10	4	1	2
Cc1nc2ccc(S(=O)(=O)NCC(=O)N3CCOCC3)cc2s1
  1	22	-1	0	1	1	7	0	-2
CC1CCCCC12NC(=O)N(Cn1nnc3ccccc3c1=O)C2=O (stereo not drawn)
  -3	23	7	10	-6	-7	15	-1	2
CCCC/C(O)=N\S(=O)(=O)c1ccc(N=NN(C)C)cc1
  1	.	-4	11	-4	4	.	-3	3
Cc1ccc2cc(C(c3nnnn3C3CCCC3)N(Cc3ccccc3)Cc3ccco3)c(=O)[nH]c2c1 (stereo not drawn)
  10	5	5	0	-4	-8	-8	3	5
O=C1N/C(=N/NC(=O)c2cccc3ccccc23)S/C1=C\c1ccccc1OCc1ccccc1
  0	13	10	-22	-4	-8	-3	19	-2
CC(C)CC(=O)Nc1cc([N+](=O)[O-])ccc1Cl
  3	1	-5	7	17*	8	-5	8	8
COc1ccc(CN(C)CC(=O)c2c(N)n(Cc3ccccc3)c(=O)n(C)c2=O)c(OC)c1
  -4	4	12	13	-6	-9	6	8	14
O=C1C=C(c2ccccc2)OC(=O)C1C(=O)c1ccccc1 (stereo not drawn)
  3	.	-6	9	-2	0	.	2	0
O=C(CCSc1ccccc1)NCCN1CCOCC1
  -2	39*	7	10	-14	-2	-4	3	10
Cc1nn(-c2ccccc2)c2c1C1(C(=O)N(C(C)C)c3ccccc31)C(C#N)=C(N)O2 (stereo not drawn)
  -3	13	-3	-5	-7	-1	6	5	7
CCOC(=O)C1CCCN(C(=O)c2cc(-c3ccccc3)on2)C1 (stereo not drawn)
  -1	1	-6	7	-2	2	-3	2	1
OC(CNCc1ccco1)COc1ccccc1 (stereo not drawn)
  2	13	-2	5	-1	0	20	-2	9

Some of the entries above, reformatted:
canonical_smiles	EphB4 ephrin blk	PostGolgi ctrl	PTPN22 inh 2	S1P2 antag	S1P2 agonist	PTPN22 act	PostGolgi yeast	FAK blocker	HIV Rev-RRE inh
CC1CCCCC12NC(=O)N(Cn1nnc3ccccc3c1=O)C2=O (stereo not drawn)	-3	23	7	10	-6	-7	15	-1	2
CCCC/C(O)=N\S(=O)(=O)c1ccc(N=NN(C)C)cc1	1	.	-4	11	-4	4	.	-3	3
Cc1ccc2cc(C(c3nnnn3C3CCCC3)N(Cc3ccccc3)Cc3ccco3)c(=O)[nH]c2c1 (stereo not drawn)	10	5	5	0	-4	-8	-8	3	5
O=C1N/C(=N/NC(=O)c2cccc3ccccc23)S/C1=C\c1ccccc1OCc1ccccc1	0	13	10	-22	-4	-8	-3	19	-2
CC(C)CC(=O)Nc1cc([N+](=O)[O-])ccc1Cl	3	1	-5	7	17*	8	-5	8	8
COc1ccc(CN(C)CC(=O)c2c(N)n(Cc3ccccc3)c(=O)n(C)c2=O)c(OC)c1	-4	4	12	13	-6	-9	6	8	14
O=C1C=C(c2ccccc2)OC(=O)C1C(=O)c1ccccc1 (stereo not drawn)	3	.	-6	9	-2	0	.	2	0
O=C(CCSc1ccccc1)NCCN1CCOCC1	-2	39*	7	10	-14	-2	-4	3	10
Cc1nn(-c2ccccc2)c2c1C1(C(=O)N(C(C)C)c3ccccc31)C(C#N)=C(N)O2 (stereo not drawn)	-3	13	-3	-5	-7	-1	6	5	7
CCOC(=O)C1CCCN(C(=O)c2cc(-c3ccccc3)on2)C1 (stereo not drawn)	-1	1	-6	7	-2	2	-3	2	1
OC(CNCc1ccco1)COc1ccccc1 (stereo not drawn)	2	13	-2	5	-1	0	20	-2	9
